From PubChem
EBV LMP1 NFkB = reduces LMP1-driven NF-kappaB luciferase signal; LMP1-induced NF-kappaB luciferase reporter cells, luminescence; 0.69% of 350,000 active; inhibition, % at 12.5 µM; in the data active = inhibition above about 41%;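 also: 0% = neutral control wells and 100% = reference inhibitor control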
NR2F2 inh = NR2F2 (human) inhibition, primary screen | HEK293T NGFI-A luciferase reporter, luminescence | P24468 | inhibition, % at 8.6 µM | 0.7% of 370,000 active | AID 686940;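 active = inhibition above a per-plate cutoff, mean inhibition of test wells between control levels plus 3 SD, cut at about 38% in these data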;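 also: cells cotransfected with COUP-TFII expression vector driving the NGFI-A reporter; 0% = median of COUP-TF2 test wells and 100% = reporter-only cells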
LRH-1 inv ag = NR5A2 inverse agonism in reporter assay. inhibition, % at 3.6 µM. 0.13% of 360,000 active. HEK293T StAR-luciferase reporter, LRH-1 transfected, 24 h. O00482;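 active = inhibition above the mean inhibition of all tested compounds plus 3 SD, cut at about 73% in these data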;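 also: 0% = DMSO wells and 100% = reporter-only cells lacking LRH-1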
Target sequence (O00482 whole entry, looked up): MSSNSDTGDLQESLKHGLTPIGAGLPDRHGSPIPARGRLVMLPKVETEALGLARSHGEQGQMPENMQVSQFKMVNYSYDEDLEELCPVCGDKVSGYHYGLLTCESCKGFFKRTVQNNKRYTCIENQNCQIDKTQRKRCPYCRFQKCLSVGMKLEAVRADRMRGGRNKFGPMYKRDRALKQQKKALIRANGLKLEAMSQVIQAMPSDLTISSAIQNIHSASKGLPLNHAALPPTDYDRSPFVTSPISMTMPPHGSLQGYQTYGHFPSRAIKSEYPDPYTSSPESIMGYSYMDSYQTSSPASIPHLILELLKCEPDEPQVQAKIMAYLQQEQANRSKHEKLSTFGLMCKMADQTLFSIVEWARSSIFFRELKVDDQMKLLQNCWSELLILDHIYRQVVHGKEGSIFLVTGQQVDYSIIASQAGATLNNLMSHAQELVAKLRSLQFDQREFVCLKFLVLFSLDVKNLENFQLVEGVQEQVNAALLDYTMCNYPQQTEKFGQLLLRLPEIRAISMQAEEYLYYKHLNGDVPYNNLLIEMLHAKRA
SRC1 inh = human NCOA1 inhibition. Q15788. HEK293 GAL4-SRC1 luciferase reporter, luminescence. inhibition, % at 3.6 µM. 0.12% of 360,000 active. AID 588354;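 active = inhibition above the campaign mean plus 3 SD, with each screening campaign given its own cutoff, cut at about 60% in these data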;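 also: 0% = DMSO treated cells and 100% = gossypol at 36 µM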
SRC3 inh = inhibitors of human steroid receptor coactivator 3 (SRC3); inhibition, % at 3.6 µM; AID 588352; Q9Y6Q9; HEK293 GAL4-SRC3 luciferase reporter, luminescence; 0.17% of 360,000 active;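 active = inhibition above a per-campaign cutoff, the mean of all compounds plus 3 SD, cut at about 60% in these data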;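 also: 0% = DMSO-treated cells and 100% = gossypol-treated cells at 36 µM; higher means less SRC3-driven luciferase light from the GAL4 reporter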
TROY signal inh = inhibitors of TROY-dependent NF-kB signaling | 0.98% of 360,000 active | Q293 LMP1-TROYcd NF-kB luciferase reporter, 4 h | AID 1347056 | inhibition, % at 10 µM;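 active = compounds whose plate-normalised and pattern-corrected inhibition of the luciferase reporter signal at the single screening dose is 50% or more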
SRC2 inh = human SRC2 (NCOA2) inhibition. inhibition, % at 9 µM. HEK293 GAL4-SRC2 luciferase reporter, luminescence. 0.17% of 370,000 active. Q15596;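 active = inhibition above the mean inhibition of all tested compounds plus 3 SD, set per campaign, cut at about 52% in these data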;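 also: 0% = DMSO treated cells and 100% = cells given Gossypol at 36 µM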
C8 TRAIL sens = caspase-8 TRAIL sensitization; NB7+C8 cells + TRAIL, ATPlite viability luminescence; inhibition (viability loss, TRAIL sensitization), % at 10 µM; 1% of 360,000 active; AID 624354;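 active = compounds causing at least 50% loss of cell viability in the single-dose screen, relative to plate controls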
NOD2-RIPK2 inh = inhibitors of human NOD2-RIPK2 interaction; O43353; CHO BLA complementation NOD2-RIPK2, CCF4 ratio; inhibition, % at 4.98 µM; 0.38% of 360,000 active; AID 624267; in the data active = inhibition above about 21%;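 also: 0% = vehicle only and 100% = reference blocker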
Target sequence (O43353 whole entry, looked up): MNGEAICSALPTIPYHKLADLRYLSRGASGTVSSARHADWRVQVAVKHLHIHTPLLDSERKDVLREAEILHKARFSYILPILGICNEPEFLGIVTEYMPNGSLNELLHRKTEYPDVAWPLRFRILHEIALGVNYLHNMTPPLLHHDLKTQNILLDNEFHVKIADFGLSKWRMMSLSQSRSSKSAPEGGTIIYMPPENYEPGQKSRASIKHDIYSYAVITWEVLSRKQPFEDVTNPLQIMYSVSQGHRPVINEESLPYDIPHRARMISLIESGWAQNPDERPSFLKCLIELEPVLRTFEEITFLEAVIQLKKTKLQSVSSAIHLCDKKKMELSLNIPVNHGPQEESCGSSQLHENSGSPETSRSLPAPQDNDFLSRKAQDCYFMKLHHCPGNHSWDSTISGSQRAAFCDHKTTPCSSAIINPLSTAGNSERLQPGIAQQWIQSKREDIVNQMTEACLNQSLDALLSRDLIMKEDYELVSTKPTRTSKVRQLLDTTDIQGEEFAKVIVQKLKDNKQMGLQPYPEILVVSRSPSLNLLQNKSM
TLR9-MyD88 block = inhibitors of human TLR9-MyD88 binding | inhibition, % at 4.98 µM | CHO BLA complementation TLR9-MyD88, CCF4 FRET ratio | 0.21% of 340,000 active;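 active = inhibition above the mean over all tested compounds plus 3 SD, cut at about 21% in these data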;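 also: 0% = DMSO only wells and 100% = clavulanate BLA inhibitor control wells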
Vif inh = blocks HIV Vif function | HEK293T cells, Vif self-association by quenched fluorescence, imaging, 24 h | inhibition, % at 7.49 µM | 0.35% of 340,000 active; in the data active = inhibition above about 50%, passing the limit was not always enough; also: some results filed as inactive read as strong as hits
* hit, by the source's call; x = not tested or not shown.

cpd	Molecule	EBV LMP1 NFkB	NR2F2 inh	LRH-1 inv ag	SRC1 inh	SRC3 inh	TROY signal inh	SRC2 inh	C8 TRAIL sens	NOD2-RIPK2 inh	TLR9-MyD88 block	Vif inh
1	CC1CCc2c(cnc3ncnn23)C1 (stereo not drawn)	-1	-6	5	4	15	15	21	4	-2	-2	-2
2	CN(Cc1ccon1)C(=O)CC1C(=O)NCCN1Cc1ccc(Cl)c(F)c1 (stereo not drawn)	3	-1	-4	3	12	-37	-17	-8	-5	-4	-9
3	O=C(c1ccccc1Cc1ccccc1)N1CCN(S(=O)(=O)c2ccc(F)cc2)CC1	-2	-6	-1	-6	9	2	-2	15	-7	1	-1
4	CCOc1c(S(=O)(=O)N2CCCC2)ccc(Cl)c1Cl	5	-11	0	-8	4	1	-27	16	1	-10	9
5	CC(C)(C)c1ccc(C(=O)NC(=S)Nc2sc3c(c2C#N)CCC3)cc1	-11	2	12	4	5	19	11	23	0	-7	-3
6	CC(=O)C1C(=O)c2c(cccc2[N+](=O)[O-])C1=Nc1cccc(Cl)c1 (stereo not drawn)	-14	36	-11	-26	10	44	47	11	0	-5	-4
7	COC(=O)c1ccc(COC(=O)C(CCSC)NC(=O)COc2ccccc2)cc1 (stereo not drawn)	2	16	4	-27	4	-10	19	6	2	-4	9
8	Cc1ccc2nc(/C(C#N)=C\c3ccc([N+](=O)[O-])o3)[nH]c2c1	-14	-39	1	-18	-24	45	-10	81*	27*	24*	4
9	Cc1ccc([N+](=O)[O-])cc1NC(=O)c1cccs1	8	7	11	-9	15	-29	-27	0	-13	-1	-4
10	Cc1cccc(NC(=O)CSc2nc(N)c(NC(=O)c3cccs3)c(=O)[nH]2)c1	4	11	13	10	5	2	1	-8	0	-3	x
11	CCCOC(=O)CSc1nc(N)c(C#N)c(CC)c1C#N	10	5	2	-3	-12	-4	-11	3	0	-2	-3
12	O=C(CN1CCN(c2ccccc2)CC1)Nc1ccc(Oc2ccccc2)cc1	7	-1	7	-5	8	13	-13	2	-6	-6	9
13	Cc1ccc(S(=O)(=O)N2CCN(C(=O)CSc3n[nH]c(N)n3)CC2)c(C)c1	2	11	-7	-7	-49	-12	4	-9	-2	-4	4
14	Cc1ccc(N2CC(C(=O)Nc3cc(C)ccc3F)CC2=O)cc1 (stereo not drawn)	7	12	14	-10	4	-6	-11	-12	-10	-6	0
15	COc1ccccc1CCC(=O)Nc1ccc2c(c1)CN(Cc1ccc(C)o1)CC2	3	6	-9	-21	-1	2	6	6	6	6	-5
16	C[C@H]1[C@@H](c2ccccc2)Oc2ccc(Cl)cc2S(=O)(=O)N1Cc1ccc(F)cc1F	-9	9	-4	19	9	-16	-29	12	-1	-6	1
17	Cc1ccc(NC(=S)NC(CO)C(O)c2ccc([N+](=O)[O-])cc2)cc1 (stereo not drawn)	-4	-2	9	-6	12	-1	8	-5	-4	-8	-3
18	COc1ccc(CNC(=O)C(=O)NCCC2CCCCN2S(=O)(=O)c2ccc(C)cc2)cc1 (stereo not drawn)	5	28	-4	-2	3	15	14	7	2	0	0
19	COc1ccc(CC(=O)Nc2nc(C)cs2)cc1	-3	-6	-18	-4	13	-12	-16	-16	4	-2	12
20	CC(C)(C)NC(=O)Cn1cnc2cc([N+](=O)[O-])ccc2c1=O	3	-16	7	10	17	0	2	-13	-4	5	-3
21	CC(=O)N(\C=C/C=C/C=C1\Sc2ccccc2C1=O)c1ccccc1	-9	-8	-26	-5	-5	-11	-40	10	-4	3	2
22	COC(=O)c1ccc(Cn2nc(-c3ccccc3)ccc2=O)cc1	x	-2	10	10	-3	-6	-39	0	-4	-6	-5
23	Oc1cccc(/C=N/Nc2cc(N3CCOCC3)nc(N3CCOCC3)n2)c1	-15	-34	22	16	9	2	-1	4	6	15	-2
24	c1csc(CNCCCN2CCOCC2)c1	2	12	-7	7	11	-7	-30	-4	2	0	-6
25	COC(=O)CSc1nnc(-c2ccncc2)n1N	8	-12	-19	-11	4	0	9	13	-2	10	4
26	O=C(NCCc1nnc2ccc(N3CCCC3)nn12)c1ccccc1	-3	4	-10	-10	-5	-6	-21	-8	0	-7	0
27	COc1ccc(S(=O)(=O)Nc2nncs2)cc1	-7	-2	6	-8	-9	-2	-34	-13	12	-9	13
28	Cc1ccc(NC(=O)c2nc[nH]c2C(=O)N2CCN(c3ccccc3)CC2)cc1	0	-8	-3	-4	-8	4	-9	-6	0	0	-3
29	CO[C@H]1O[C@H](C)[C@@H](O)C[C@H]1NC(=O)OCc1ccccc1	9	0	-2	4	11	-16	10	-3	-2	4	6
30	Cc1ccc(N(C(=O)c2csnn2)C(C(=O)NC2CCCC2)c2cccnc2)cc1 (stereo not drawn)	-9	-12	-6	-7	1	8	-20	-2	4	-2	6

2 compounds from above, reduced to LRH-1 inv ag, SRC3 inh and EBV LMP1 NFkB:
| entry | smiles | LRH-1 inv ag | SRC3 inh | EBV LMP1 NFkB |
| --- | --- | --- | --- | --- |
| 7 | COC(=O)c1ccc(COC(=O)C(CCSC)NC(=O)COc2ccccc2)cc1 (stereo not drawn) | 4 | 4 | 2 |
| 23 | Oc1cccc(/C=N/Nc2cc(N3CCOCC3)nc(N3CCOCC3)n2)c1 | 22 | 9 | -15 |

(next part)
cpd	Molecule	EBV LMP1 NFkB	NR2F2 inh	LRH-1 inv ag	SRC1 inh	SRC3 inh	TROY signal inh	SRC2 inh	C8 TRAIL sens	NOD2-RIPK2 inh	TLR9-MyD88 block	Vif inh
31	CC1Cc2ccccc2N1C(=O)CN(C)CC(=O)Nc1cccc(F)c1 (stereo not drawn)	2	-7	-4	-5	-9	10	-11	-6	-5	10	18
32	CC1Cc2ccccc2N1C(=O)CSc1nc2ccccc2s1 (stereo not drawn)	-2	0	-10	0	-6	-18	-44	-7	2	-4	-3
33	C[C@H](NC(=O)COc1ccccc1)C(=O)OCC(=O)c1cc2ccccc2o1	-1	10	-16	-10	2	-4	-13	-1	-5	-19	12
34	O=C1c2ccc([N+](=O)[O-])cc2C(=O)N1c1ccc(Cl)cn1	-2	-2	-17	12	1	-12	15	-1	-7	-22	0
35	O=c1[nH]c(C2CCN(S(=O)(=O)c3cccc(Cl)c3)CC2)nc2c1nnn2Cc1ccccc1	-9	11	7	3	5	35	7	-3	-3	0	9
36	CCN(Cc1nc2ccccc2c(=O)[nH]1)C(=O)CN1C(=O)NC2(CCCCC2C)C1=O (stereo not drawn)	0	-6	-9	-8	15	2	-2	-3	-7	1	18
37	COc1ccccc1N1CCN(S(=O)(=O)c2ccc(-n3cnnn3)c(C)c2)CC1	-3	6	-5	2	-2	12	12	-4	-1	2	-3
38	Cc1c(NC(=O)CN(c2ccc(F)cc2)S(=O)(=O)c2ccccc2)c(=O)n(-c2ccccc2)n1C	1	-1	13	9	18	9	4	2	-8	-5	x
39	CCOC(=O)C1=C(COC(=O)/C=C/c2cc(OC)c(OC)c(OC)c2)NC(=O)NC1C (stereo not drawn)	8	-13	5	14	9	3	-3	7	-7	1	-7
40	O=S(=O)(Nc1ccc(C(O)(C(F)(F)F)C(F)(F)F)cc1)c1cccc2ccccc12	x	-4	1	-11	14	38	14	6	5	x	x
41	Cc1ccc(S(N)(=O)=O)cc1	-5	6	-14	11	11	-11	9	-4	-10	-7	-2
42	CC[C@H](C)[C@H]1CNC(=O)C(=O)N1CC1CCN(CC2CCC(C)CC2)CC1 (stereo partly drawn)	1	-8	-15	-12	7	4	-15	-5	2	3	1
43	CC1(C)OC(=O)C(=CNc2cccc(O)c2)C(=O)O1	0	15	-22	3	8	-46	3	-2	-8	-14	3
44	CC(C)=C(NC(=O)c1ccccc1)C(=O)Nc1ccc(C(=O)O)cc1	-1	6	2	2	26	2	-3	5	0	-2	-5
45	Cn1c(=O)oc2cc(S(=O)(=O)N3CCC(N4CCCCC4)CC3)ccc21	-3	x	8	-4	-7	3	x	-4	8	-7	x
46	O=C(Cn1ccc2ccccc2c1=O)NCCC(=O)Nc1cccnc1	-4	-9	-10	-3	20	-3	-2	5	5	3	20
47	O=C(CSC1=NCCS1)Nc1ccc(S(=O)(=O)N2CCCCCC2)cc1	6	-1	14	-26	15	-12	14	3	3	11	-7
48	COc1cc(Br)c(C(C)NC(=O)c2cccc(Br)c2)cc1OC (stereo not drawn)	2	-1	-2	0	24	15	10	-10	-3	2	-12
49	COc1ccc(S(=O)(=O)Nc2cc3c4c(c2)CC(=O)N4CCC3)cc1OC	-2	-15	-4	-1	9	-6	1	0	-4	1	9
50	Cc1ccc(SCC(=O)NNC(=O)CNC(=O)c2ccccc2F)cc1	9	-14	26	-23	7	-4	-11	-7	-4	1	5
51	COc1ccc(C(=O)COC(=O)CCCN=C2NS(=O)(=O)c3ccccc32)c(OC)c1	9	1	14	8	13	-16	-23	34	-3	-4	-6
52	CCc1nnc(NC(=O)c2ccc(NS(=O)(=O)c3ccccc3)cc2)s1	25	23	9	9	9	11	9	10	-2	3	3
53	Cc1ccn2c(CNCCn3cccn3)c(C(=O)N3CCCCCC3)nc2c1	-8	-1	3	-5	5	-8	-11	6	-6	5	-2
54	O=C(NCC(=O)N(c1ccc(F)cc1)C(C(=O)NCC1CCCO1)c1ccccc1)c1ccco1 (stereo not drawn)	-2	-6	3	6	7	8	17	13	1	4	-1
55	CN1CCN(C(=O)c2ccc(N(C)S(=O)(=O)c3cccs3)cc2)CC1	6	13	-4	-40	14	-13	5	1	0	4	18
56	CS(=O)(=O)n1nc(NCc2cccs2)nc1NCc1cccs1	13	9	3	-15	-5	-11	-44	-4	-1	8	13
57	CCC(C)(C)NC(=O)C(c1cccc(OC)c1OC)N(Cc1ccc(OC)cc1)C(=O)CCC(=O)Nc1cc(C)on1 (stereo not drawn)	5	2	-32	6	5	4	-2	-17	5	-9	2
58	Cc1nc(-c2ccccc2)cn2c1nc1ccccc12	-7	16	30	-2	0	-6	8	-8	-10	-3	1
59	COc1cc(/C=c2\s/c(=C\C(=O)C(C)(C)C)[nH]c2=O)cc(OC)c1OC	5	1	-5	10	-2	6	-12	-10	2	-3	-3
60	CCc1n[nH]c(=S)n1/N=C/c1ccc2c(c1)OCO2	3	-20	11	9	4	-10	0	1	-23	-5	x
61	CCOc1ccccc1N(CC(=O)N(C)Cc1ccccc1)S(=O)(=O)c1ccccc1	-3	-4	12	-3	28	4	1	0	2	2	x
62	CCC(C)c1ccc(NC(=O)COC(=O)CCNS(=O)(=O)c2cccs2)cc1 (stereo not drawn)	2	-20	-34	-7	0	-5	4	6	14	1	4
63	Cc1nc(Nc2ccc(O)cc2)c2c3c(sc2n1)CCCC3	0	x	-11	-7	3	-7	x	-17	-2	6	-9
64	COc1ccc(/C=N/NC(=O)c2cccc(OC(F)(F)C(F)F)c2)c(OC)c1OC	2	-18	2	-3	14	-15	-25	29	-8	4	-11
65	Cc1cc(S(=O)(=O)N2CCOCC2)ccc1OCC(=O)Nc1ccc(F)cc1	0	7	-6	6	-5	-11	-3	-8	3	-10	28
66	O=C1CNC(c2ccccc2)C(c2ccccc2)N1 (stereo not drawn)	-1	-4	-2	-14	-15	18	-7	-8	-2	0	19
67	O=C(NCC1CCCCC1)c1cc(Br)ccc1Cl	0	4	-8	-27	-12	-7	4	-1	-4	5	-12
68	CC(NC(=O)c1ccc(NC(=O)CC2SC(N3CCCC3)=NC2=O)cc1)c1ccc(F)cc1 (stereo not drawn)	5	-13	6	12	11	-15	0	-7	-11	4	-8

These rows are one share of the data; count on the stated rates, not on these rows.
